Bioassay records deposited in PubChem by several laboratories.
NPR1 activator – GC-A stimulated cGMP production enhancers – HEK293 GC-A cells, cGMP TR-FRET, EC30 ANP, primary screen; 0% at EC30 ANP, 100% saturating ANP; activation, % at 10 µM; hit rate 0.14% among 370,000; in the data active = activation above about 40%
DAX1 inh-1 – DAX1 (NR0B1) inhibitors, primary screen, cell-based, HEK293, Gal4-DAX1, luciferase luminescence. Nuclear receptor subfamily 0 group B member 1 (Homo sapiens), P51843. HEK293 Gal4-DAX1 luciferase reporter. inhibition, % at 6.75 µM. hit rate 0.99% among 340,000. AID 504766, 2011;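 active = inhibition above the mean over all tested compounds plus 3 SD, cut at about 4.2% in these data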;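 note: 0% = DAX1-transfected cells with DMSO and 100% = empty-vector control cells with DMSO; inhibition shows as a rise in luminescence from relieved DAX1 repression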
Target sequence (P51843 207-470 limits assumed): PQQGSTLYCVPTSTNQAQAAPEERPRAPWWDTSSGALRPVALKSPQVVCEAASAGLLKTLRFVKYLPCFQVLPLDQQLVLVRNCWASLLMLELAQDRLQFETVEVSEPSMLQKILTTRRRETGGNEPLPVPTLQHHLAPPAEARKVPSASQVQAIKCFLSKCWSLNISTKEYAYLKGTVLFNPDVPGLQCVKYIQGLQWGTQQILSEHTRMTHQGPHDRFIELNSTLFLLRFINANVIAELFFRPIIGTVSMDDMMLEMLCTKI
PG9 Ab binder – binders of HIV-1 gp120 antibody PG9, primary screen, biochemical, TR-FRET; TR-FRET gp120-PG9 antibody binding; inhibition, % at 6.7 µM; hit rate 0.43% among 360,000; AID 624416, 2012; in the data active = inhibition above about 8.5%
GAA850 FXN act – FXN promoter activators, primary screen, cell-based, luciferase luminescence, HEK293 lucGAA850 | HEK293 lucGAA850 FXN promoter luciferase reporter, 24 h; percent of 10 µM SAHA response | activation, % at 6 µM | hit rate 0.56% among 360,000;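 active = activation above the average of all compounds screened plus 3 SD, cutoff fixed separately per campaign, cut at about 7.5% in these data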;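 note: 0% = DMSO wells and 100% = 10 µM SAHA wells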
DAX1 inh-2 – DAX1 (NR0B1) inhibitors on StAR promoter, primary screen, cell-based, luminescence, SF-1 (NR5A1), full-length DAX-1. HEK293T StAR-luciferase reporter, SF-1/DAX-1 repression relief. AID 652010, 2013. inhibition, % at 6.8 µM. hit rate 1.1% among 370,000;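 active = inhibition above the mean over all tested compounds plus 3 SD, cut at about 3.6% in these data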;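 note: 0% = DAX-1 cells with DMSO and 100% = cells lacking DAX-1 with DMSO; higher inhibition means more luminescence from relief of DAX-1 repression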
hcDAF12 agonist – H. contortus DAF-12 nuclear receptor activators, primary screen, cell-based, luminescence, HEK293, lit1-tk-luc reporter; HEK293 hcDAF-12 lit1-tk-luc reporter; 0% DMSO, 100% Δ7-dafachronic acid; activation, % at 6.8 µM; hit rate 1.4% among 370,000; AID 652067, 2013;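 active = activation above the mean of all tested compounds plus 3 SD, cut at about 5.5% in these data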;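 note: 100% = response to 3 µM Δ7-dafachronic acid high control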
ADAM17 inh – ADAM17 inhibitors, primary screen, biochemical, QFRET; Disintegrin and metalloproteinase domain-containing protein 17 (Homo sapiens), P78536; recombinant ADAM17, EDANS/DABCYL FRET peptide cleavage; inhibition, % at 6.95 µM; hit rate 0.83% among 370,000;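 active = inhibition above the mean of compounds lying between control limits plus 3 SD, set per campaign, cut at about 8.5% in these data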;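 note: 0% = DMSO-only wells as the low control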
ADAM10 inh – human ADAM10 inhibitors, primary screen, biochemical, QFRET, HTS | Disintegrin and metalloproteinase domain-containing protein 10 (Homo sapiens), O14672 | hit rate 0.62% among 370,000 | inhibition, % at 7 µM | recombinant ADAM10, EDANS/DABCYL FRET peptide cleavage, 3 h;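 active = inhibition above a per-campaign cutoff equal to the mean of compounds falling between control-based bounds plus 3 SD, cut at about 20% in these data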;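 note: 0% = DMSO wells while the 100% control is not disclosed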
Target sequence (O14672 214-748 limits assumed): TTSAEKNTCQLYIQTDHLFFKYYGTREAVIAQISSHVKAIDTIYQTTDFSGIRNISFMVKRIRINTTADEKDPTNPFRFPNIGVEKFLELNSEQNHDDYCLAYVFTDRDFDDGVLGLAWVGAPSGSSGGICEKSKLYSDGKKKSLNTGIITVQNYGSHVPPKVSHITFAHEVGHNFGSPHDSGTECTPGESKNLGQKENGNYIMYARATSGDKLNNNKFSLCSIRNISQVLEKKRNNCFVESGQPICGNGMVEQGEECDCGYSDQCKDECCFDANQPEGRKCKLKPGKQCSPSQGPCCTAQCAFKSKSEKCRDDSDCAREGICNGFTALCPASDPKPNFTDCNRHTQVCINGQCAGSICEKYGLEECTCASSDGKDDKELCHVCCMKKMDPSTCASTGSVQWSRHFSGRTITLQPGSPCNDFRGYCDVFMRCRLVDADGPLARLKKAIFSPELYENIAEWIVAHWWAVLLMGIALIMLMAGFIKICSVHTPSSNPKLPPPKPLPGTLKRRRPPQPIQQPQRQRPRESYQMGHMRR
SMARCA2 activ – SMARCA2 (BRM) function activators, primary screen, cell-based, luminescence, high throughput. MG213 cells, MMTV-luciferase reporter, dexamethasone, overnight. activation, % at 9.1 µM. hit rate 1% among 370,000. AID 652017, 2013; in the data active = activation above about 7.8%;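 note: 0% = vehicle wells and 100% = reference activator wells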
hgDAF12 agonist – H. glycines DAF-12 receptor agonists, primary screen, cell-based, luminescence, HEK293, GAL4 fusion, UAS-luciferase; HEK293 GAL4-hgDAF12 UAS-luciferase reporter, agonist luminescence; normalized to butyrate control; activation, % at 6.8 µM; hit rate 1.8% among 370,000;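 active = activation above a cutoff set at the mean of all screened compounds plus 3 SD, cut at about 10% in these data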;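 note: 0% = DMSO wells and 100% = sodium butyrate wells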
ssDAF12 agonist – S. stercoralis DAF-12 nuclear receptor activators, primary screen, cell-based, luminescence, HEK293, GRIP1 co-expression, lit1-tk-luc. Nuclear hormone receptor DAF-12 (Strongyloides stercoralis). HEK293 ssDAF-12/GRIP1 lit1-tk-luc reporter; % of 3 µM dafachronic acid response. activation, % at 6.8 µM. hit rate 1% among 370,000. AID 652126, 2013;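 active = activation above the mean over all tested compounds plus 3 SD, cut at about 0.9% in these data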;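 note: 0% = DMSO-only wells and 100% = 3 µM delta7-dafachronic acid wells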
* marks the source's active call; other numbers are inactive results; . = not tested or not shown.

The line under a structure holds: ADAM17 inh, hcDAF12 agonist, ssDAF12 agonist, PG9 Ab binder, ADAM10 inh, DAX1 inh-1, NPR1 activator, DAX1 inh-2, hgDAF12 agonist, SMARCA2 activ, GAA850 FXN act
O=C(c1cnn2c(C(F)F)cc(-c3ccccc3)nc12)N1CCCCC1c1cccnc1 (stereo not given)
    -9.3, 0.7, -0.3, 1.3, -2.2, 2.2, -19.7, -0.9, -1.2, -1.7, 3.5
O=C1NC(C(=O)O)=CC(c2cccc(Cl)c2Cl)N1 (stereo not given)
    -3.1, -1.6, -0.9, -1.1, 1.7, 0.9, 2.9, 0.5, -1.5, -0.6, -0.3
O=C(Cn1nnc(-c2ccccc2NC(=O)c2cccs2)n1)Nc1ccccc1
    -0.5, -1.6, -1.1, -0.3, 11.6, -1.2, -3.9, -0.3, 2.2, 1.2, -0.6
COc1cc(NC(=O)C2C3CCC(O3)C2C(=O)O)cc(OC)c1 (stereo not given)
    7.6, -0.9, -0.3, -0.3, 2.9, -0.7, -0.6, 1.0, -1.3, -3.4, 3.6
COc1cc2ccccc2cc1C(=O)Nc1ccc2oc(=O)ccc2c1
    -1.4, -1.5, -1.3, -4.8, -5.5, 1.5, 1.7, 0.5, 0.2, -1.7, 1.2
c1csc(-c2nnc(N3CCCCCC3)c3ccccc23)c1
    -0.5, -0.3, 0.1, -2.2, -4.3, 1.2, -1.9, 0.6, 6.2, 2.2, 1.4
CCCCC(=O)Nc1cccn2ncnc12
    -2.5, 0.0, -1.3, -0.1, -3.5, -1.5, -0.2, 0.4, 3.9, -4.2, -0.3
Cc1cnc(C(=O)OCc2c(C)cc(C(C)(C)C)cc2C)cn1
    8.2, -0.5, -1.2, -2.3, 21.7*, -0.8, -2.5, 0.5, 1.4, -3.7, 1.6
COc1ccc(OC)c(NS(=O)(=O)c2cccc3cccnc23)c1
    3.3, 1.5, -0.8, 0.8, 4.2, -1.6, -12.1, 0.1, -0.4, 0.1, 3.5
CC1(NC(=O)Cc2c(F)cccc2Cl)CCS(=O)(=O)C1 (stereo not given)
    8.6, -0.4, -0.6, -0.6, 4.1, 2.4, 3.3, 1.9, -0.5, -3.5, 0.1
Cc1ccc(C(=O)OCC(=O)Nc2ccc3c(c2)OCO3)cc1S(=O)(=O)N1CCOCC1
    -2.0, -1.3, -0.2, -2.3, -9.5, 0.8, -2.1, -0.5, 4.2, -2.8, 1.2
COC(=O)[C@@H]1C[C@@H]2CC[C@@H](O)C[C@@H]2N1Cc1ccc(N2CCN(C)CC2)cc1
    -5.1, -0.1, -0.7, 0.9, 2.8, 1.8, 3.1, 0.7, -1.4, 0.1, 2.3
CCOc1cc(C2C(C(=O)OC)=CN(Cc3ccc(Cl)cc3)C=C2C(=O)OC)ccc1O
    -12.1, -0.3, -1.1, 1.3, -28.5, -0.4, -4.7, -0.1, -2.6, -4.0, -2.2
c1ccc2c(c1)CCN(CCCNc1nc3ccccc3n3cnnc13)C2
    -5.0, 1.1, -1.0, -1.1, -24.8, 1.6, -2.8, -0.3, 3.6, -2.8, 0.0
CCN(C(=O)COC(=O)CCn1c(C)csc1=O)c1c(N)n(Cc2ccccc2)c(=O)[nH]c1=O
    -0.7, -1.3, -1.2, -1.0, 1.1, 2.0, 5.1, 1.1, -0.7, -2.8, -0.3
COC(=O)c1cc2c(c3c4cc(OC)ccc4n(S(=O)(=O)c4ccc(OC)cc4)c13)C(=O)N(Cc1ccc(N(C)C)cc1)C2
    -1.9, -0.2, -0.9, -0.9, -0.8, ., 2.6, -0.4, 2.1, -1.6, .
Cc1ccc(OCCC(=O)OCC(=O)NCc2ccccc2)cc1
    0.1, -1.9, -1.1, 1.3, -3.1, 2.9, 1.6, 1.4, 0.0, -1.5, 1.3
COc1ccc(OC)c(S(=O)(=O)N2CCN(C)CC2c2ccccc2)c1 (stereo not given)
    -1.9, -0.5, -0.7, -0.6, -2.2, -1.3, -11.0, 1.5, 0.8, 5.0, 1.1
CCn1c(SCC(=O)N2CCCC2)nc2c(c1=O)SCC2
    4.2, 0.9, -1.3, -0.4, 6.8, 1.3, 0.1, -0.8, -3.1, 4.0, -2.3
COC(=O)c1c(C)[nH]c(O)c1C=Nc1ccc(C(C)C)cc1
    0.1, 3.2, -0.3, -3.3, -3.6, 2.0, 3.7, 0.6, 3.1, 2.8, 3.5
Cc1ccc(C(=O)NCCCNC(=O)c2ccccn2)cc1
    -7.2, -0.8, -1.1, 1.4, 3.4, 0.5, 4.0, 0.1, -0.5, -1.5, -1.1
CC(C)CNC(=O)OCc1cn(Cc2cc(F)cc(F)c2)nn1
    -1.8, -1.0, -1.2, ., -4.0, ., 4.5, -0.6, 1.2, -3.4, .
CCn1c(SCC(=O)Nc2ccccc2N2CCCCC2)nc2c1c(=O)n(C)c(=O)n2C
    -5.3, -1.3, -1.7, 1.2, 2.7, -2.0, -8.1, -0.1, -0.8, -1.5, 0.9
O=C(NNC1CC(=O)N(c2ccc3c(c2)OCCO3)C1=O)c1ccc(Cl)cc1 (stereo not given)
    0.3, -1.4, -1.4, 1.2, -1.1, 1.4, 0.4, -0.1, 3.6, -1.7, 1.9
O=C(NC1CCCCCCC1O)c1ccccc1 (stereo not given)
    0.5, 0.5, -0.5, -0.1, -2.4, 0.4, 1.2, -0.3, 5.7, 3.5, 1.9
CN(C)S(=O)(=O)c1cccc(NC(=O)COC(=O)c2cccc(S(=O)(=O)N3CCc4ccccc4C3)c2)c1
    10.8*, -2.0, -1.7, -1.6, 23.3*, -2.0, -0.1, -0.2, 0.2, 0.5, 0.9
COC(=O)C1=C(C)N(c2ccc(C(=O)OC)cc2)C(=O)C1
    -0.5, -1.4, -1.5, -0.6, 4.6, -0.1, 3.8, 0.0, 0.4, 2.0, 1.4
COc1ccccc1Cn1c(=O)oc2ccc(C)cc21
    0.6, -1.2, -1.2, 1.8, -3.4, -1.2, -4.2, -0.4, 0.0, -2.6, 0.9
CC(=O)NS(=O)(=O)c1ccc2c(c1)C(=O)c1cc(S(=O)(=O)NC(C)=O)ccc1-2
    -2.1, 0.9, -1.4, -1.2, -0.6, -0.8, 1.4, 0.2, 2.4, -1.4, -2.3
O=C(CC1CCCCC1)NCCOc1ccccc1
    2.5, -1.3, -2.0, -1.3, 3.2, 2.8, 0.6, 0.3, 4.8, 6.0, 3.5
CCN(CC)S(=O)(=O)c1ccc(C(=O)Nc2nnc(COC)o2)cc1
    1.8, 0.6, -2.0, -1.6, 0.9, -0.6, 0.2, -0.5, -1.4, 1.2, 1.9
CNC(=O)C1CC(=O)N(c2ccc(OCC(=O)N3CCCC3)cc2)C1 (stereo not given)
    -1.9, -0.4, -0.9, 1.2, 2.5, 1.2, 2.8, 0.1, -1.0, -0.4, -0.5
CCOc1ncccc1C(=O)Nc1cccc(-n2cnnn2)c1C
    1.6, -0.9, -1.3, -1.7, 2.7, -0.2, 1.7, -0.2, 3.5, 2.0, 0.3
CCN(CC)c1ccc(NC(=S)NC(=O)Cc2ccccc2)cc1
    2.9, -2.4, -2.1, -2.4, 10.7, 0.2, -4.7, -0.3, -0.6, -0.2, 1.9
COc1ccc(NC(=O)CN2C(=O)COc3ccccc32)cc1OC
    0.6, 1.3, -0.4, -2.0, 1.9, 1.3, 0.8, -0.1, -1.7, 2.8, 3.5
O=C(CCC(=O)c1ccc(Cl)cc1)NCc1ccccc1
    -1.7, 0.8, -1.1, -0.1, -0.3, 0.6, -3.6, -0.1, -0.7, 2.9, 0.7
CN(CC1CCOCC1)C(=O)CC1C(=O)NCCN1Cc1ccc(Cl)c(F)c1 (stereo not given)
    -12.4, -2.7, -1.1, -0.1, -15.7, -0.9, -1.3, -0.2, -4.7, -3.8, 1.2
N#Cc1cccnc1N1CCN(C(=O)c2ccco2)CC1
    -50.5, 1.8, -1.9, 0.4, -123.4, 1.3, 1.4, 0.8, -0.7, -4.0, 1.5
COc1ccc(-c2nn3c(-c4ccccc4)nnc3s2)cc1
    -1.3, -2.0, -1.8, 4.5, -6.2, -4.0, 1.8, -0.5, -1.9, 0.6, 0.6
O=C(NC(=S)N1CCOCC1)c1cc2ccccc2o1
    -6.9, 2.3, -0.3, -1.8, -14.5, -0.6, 1.5, 0.4, 2.2, -5.6, 3.2
c1ccc(-n2ncc3c(NCc4cccnc4)ncnc32)cc1
    -2.9, -0.6, -0.5, -1.8, -11.8, 0.3, -2.9, 0.2, 9.0, -3.2, 3.3
Cc1ccnc(NS(=O)(=O)c2ccc(N3C(=O)c4c(Cl)c(Cl)c(Cl)c(Cl)c4C3=O)cc2)n1
    -0.1, -0.3, -0.8, 1.4, -5.1, 2.1, 12.2, 0.4, -1.4, -2.7, -0.8
CC(=O)Nc1cc(C(=O)OCC(=O)c2ccc(Cl)cc2Cl)ccc1C
    4.6, -0.7, -1.7, -0.2, 5.1, 0.4, 61.4*, 0.3, -0.6, 2.5, -0.8
O=C(NCCc1ccccc1)C(=O)c1c(-c2ccccc2)[nH]c2ccccc12
    0.2, -2.7, -1.2, -0.1, 2.3, -0.1, 1.0, -0.2, -0.6, -1.5, -2.6
O=S(=O)(Cc1ccccc1Cl)NCCc1ccccc1
    -4.2, -1.9, -0.9, 1.4, -3.7, 0.2, -2.3, -0.6, 2.0, -1.9, 1.1
Cc1ccc(/C=C2\SC(=O)N(CCC(=O)N3CCN(C)CC3)C2=O)cc1
    2.2, 1.5, -0.3, -0.9, 2.3, -0.6, -0.1, 0.7, 3.4, 8.9*, 1.8
COCCCN(Cc1ccccn1)S(=O)(=O)Cc1ccccc1
    -2.9, -0.7, -0.5, -1.8, 1.4, -0.4, -0.6, -0.5, 1.3, 2.3, -2.1
COc1cc(OC)c2ccc(=O)oc2c1C(CC(=O)N1CCOCC1)c1ccc2c(c1)OCO2 (stereo not given)
    -11.4, -1.1, -1.1, 0.9, -61.5, -0.5, -13.0, -0.5, -1.9, 0.6, 1.8
COc1ccc(C=C2CCC3C(=O)CCCC3(C)C2=O)cc1 (stereo not given)
    -2.3, 1.6, -0.5, -0.8, -12.8, 3.1, 4.3, 3.1, 8.0, 4.9, 6.4
COc1ccc(-n2c(SCC(=O)Nc3ccccc3C)nc(O)c(Cc3ccccc3)c2=O)cc1
    -5.3, 3.5, -0.4, -0.1, -0.5, 0.1, 2.4, -0.6, 3.2, -2.1, -0.1
O=C(O)c1ccc(CSc2nnc(COc3ccccc3)o2)cc1
    -2.4, -0.7, -1.4, 0.0, -2.8, -0.8, 0.7, -0.4, -1.1, 1.9, -0.1
